# 697 NFkB inh: inhibitors of the PMA/ionomycin-induced NF-kB reporter in 697 B cells | 697 B-cell NF-kB luciferase reporter, 16 h | inhibition, % at 4 µM | 0.33% of 330,000 active | AID 435022; in the data active = inhibition above about 35%
# XBP1 UPR activ: adaptive UPR (XBP1) activation; CHO-XBP1 luciferase reporter, IRE1-XBP1 UPR activation, luminescence; percent of tunicamycin response, DMSO as zero; activation, % at 20 µM; 0.33% of 330,000 active; AID 463104;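 active = versus positive control, 20 µM dose yields 30% or more activation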;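 also: 100% = tunicamycin at 10 µg/mL and 0% = DMSO only wells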
#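 Signal: luciferase luminescence; Assay system: CHO-XBP1 luciferase reporter cells; Amount: one thousand reporter cells per well; Dosing: 20 µM single concentration, DMSO 1%; Benchmarks: high control tunicamycin 10 µg/mL final, low control DMSO vehicle only; Schedule: 6 h compound exposure at 37 °C, 5% CO2; Evaluation: percent activation relative to tunicamycin reference.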
# Gli-Sufu block: antagonists of Gli-Sufu signaling | 0.74% of 340,000 active | Sufu-KO-LIGHT fibroblasts, Gli luciferase reporter luminescence | inhibition, % at 5 µM;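 active = inhibition above about 55%, limit read from the data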;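 also: 0% = DMSO-treated cells and 100% = wells with medium but no cells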
# CXCR6 block: CXCR6 (human) receptor inhibition | inhibition, % at 20 µM | O00574 | CHO-K1 PathHunter CXCR6 beta-arrestin, luminescence | 0.36% of 360,000 active | AID 602244; in the data active = inhibition above about 34%, passing the limit was not always enough;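 also: antagonist mode with CXCL16 agonist at 10 nM final; 0% = 10 nM CXCL16 with DMSO and 100% = unstimulated wells without agonist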
# Target sequence (O00574 whole entry, looked up): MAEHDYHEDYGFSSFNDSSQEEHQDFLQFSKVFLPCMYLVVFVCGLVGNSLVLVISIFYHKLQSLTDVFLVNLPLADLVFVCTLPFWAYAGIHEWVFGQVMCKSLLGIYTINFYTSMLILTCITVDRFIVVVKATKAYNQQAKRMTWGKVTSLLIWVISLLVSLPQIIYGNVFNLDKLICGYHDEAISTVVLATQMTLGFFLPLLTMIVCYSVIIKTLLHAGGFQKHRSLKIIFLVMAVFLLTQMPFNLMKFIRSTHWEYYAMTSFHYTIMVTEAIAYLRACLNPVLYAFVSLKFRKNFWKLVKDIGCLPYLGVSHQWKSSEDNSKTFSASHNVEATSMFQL
# Mdm2 MdmX PPI: human Mdm2/MdmX binding inhibition. O15151+Q00987. SaOS-2 split-luciferase Mdm2/MdmX complementation, luminescence. AID 485346. inhibition, % at 8 µM. 3% of 330,000 active;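 active = inhibition of at least 50% at 8 µM in the primary screen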
# CCR6 antagonist: CCR6 (human) receptor antagonism; P51684; CHO-K1 CCR6 PathHunter beta-arrestin, luminescence, CCL20-stimulated; inhibition, % at 20 µM; 0.49% of 340,000 active;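 active = compounds whose inhibition of the agonist-driven luminescence signal at 20 µM reaches about 50%, limit read from the data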;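 also: cells stimulated with CCL20 at 14 nM final; plate controls were DMSO with CCL20 for no effect and DMSO without agonist for full effect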
# Target sequence (P51684 whole entry, looked up): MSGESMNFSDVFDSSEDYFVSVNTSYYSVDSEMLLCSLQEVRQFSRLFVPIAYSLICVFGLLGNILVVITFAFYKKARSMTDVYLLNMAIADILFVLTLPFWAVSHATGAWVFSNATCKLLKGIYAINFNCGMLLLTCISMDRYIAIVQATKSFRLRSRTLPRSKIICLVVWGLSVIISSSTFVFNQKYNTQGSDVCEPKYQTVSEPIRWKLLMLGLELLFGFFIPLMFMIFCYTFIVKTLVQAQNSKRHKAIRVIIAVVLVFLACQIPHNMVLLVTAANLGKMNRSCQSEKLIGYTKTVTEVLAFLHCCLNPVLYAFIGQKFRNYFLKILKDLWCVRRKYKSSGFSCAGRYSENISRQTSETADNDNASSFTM
# EBI2 block: blocks human EBI2 receptor beta-arrestin signaling; 0.81% of 360,000 active; inhibition, % at 5 µM; EBI2 beta-arrestin recruitment, luminescence, 7a,25-OHC stimulated; in the data active = inhibition above about 38%;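 also: enzyme fragment complementation signal reports receptor beta-arrestin coupling in cells; 0% = agonist plus DMSO wells and 100% = wells without agonist; some results beyond the cut were filed as inactive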
# Target sequence (P32249 whole entry, looked up, the tested form may be a part): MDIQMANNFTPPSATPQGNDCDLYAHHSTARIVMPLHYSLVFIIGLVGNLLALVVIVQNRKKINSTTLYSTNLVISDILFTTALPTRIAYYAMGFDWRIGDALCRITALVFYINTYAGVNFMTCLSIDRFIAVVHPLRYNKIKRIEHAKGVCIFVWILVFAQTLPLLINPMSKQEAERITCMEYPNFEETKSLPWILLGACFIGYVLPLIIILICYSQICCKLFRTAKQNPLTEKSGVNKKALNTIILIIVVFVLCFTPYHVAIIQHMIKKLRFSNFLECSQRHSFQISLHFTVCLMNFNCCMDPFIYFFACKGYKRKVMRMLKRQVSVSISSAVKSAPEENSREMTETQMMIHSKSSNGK
# Jurkat NFkB inh: inhibitors of the PMA/ionomycin-induced NF-kB reporter in Jurkat cells; inhibition, % at 4 µM; 0.53% of 330,000 active; PMA/ionomycin-induced NF-kB luciferase reporter, luminescence; in the data active = inhibition above about 50%
# UPR CHOP act: apoptotic UPR (CHOP) activation; activation, % at 10 µM; 0.34% of 330,000 active; CHO-CHOP luciferase reporter, luminescence; percent of tunicamycin response over DMSO baseline; AID 449763;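 active = at 10 µM dose, activation of 40% or more, normalized to positive control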;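 also: 100% = tunicamycin at 10 µg/mL and 0% = DMSO alone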
#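 Test system: CHO-CHOP cells, stable luciferase reporter of PERK-eIF2a-CHOP signalling | Quantity: 500 CHO-CHOP cells per well | Buffer or medium: F12 plus 10% serum | Compound dosing: 10 µM single point, 0.5% DMSO | Schedule: 6 h compound treatment, 37 °C | Signal: Luciferase luminescence | Control set: Tunicamycin high control, DMSO low control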
# An asterisk follows results filed as active; nt = not tested or not shown.
SMILES,697 NFkB inh,XBP1 UPR activ,Gli-Sufu block,CXCR6 block,Mdm2 MdmX PPI,CCR6 antagonist,EBI2 block,Jurkat NFkB inh,UPR CHOP act
O=C(/C=C/c1ccc(Br)cc1)NC(=S)N1C[C@H]2C[C@H](C1)c1cccc(=O)n1C2,-1,2,-1,4,14,0,0,-3,1.1
Cn1c(=O)n(C)c2cc([N+](=O)[O-])c(N3CCNCC3)cc21,3,-2,57*,11,5,3,-7,10,1.3
O=C(COC(=O)Cc1ccccc1)NC12CC3CC(CC(C3)C1)C2,12,-3,4,1,8,32,-13,8,2.3
COP(=O)(OC)C(NC(C)=O)C(Cl)(Cl)Cl (stereo not drawn),15,0,3,3,-12,-8,-7,-5,-1.2
COC(=O)C1=C(c2cccc(OCc3ccccc3)c2)C[C@@H]2CC[C@H]1N2C(=O)NCc1cc(C)oc1C(F)(F)F,16,0,12,10,37,13,26,11,1.9
Cc1ccc2c(c1)C1CN(C)CCC1N2C(=S)Nc1cccnc1 (stereo not drawn),11,-6,1,-4,27,12,-7,15,3.1
O=c1[nH]c(=O)n(Cc2ccc(F)cc2)c(O)c1/C=N/Nc1ccccc1,-5,-1,3,0,22,-4,-1,-5,-0.6
Cc1ccc(N=C(N(C)C)P(=O)(N(C)C)N(C)C)cc1,21,1,0,-2,10,-8,1,12,-2.2
CC(C)(C)NC(=O)CN1CCCN(C(=O)COc2ccc(Cl)c3ccccc23)CC1,0,0,5,-8,12,-2,5,9,-0.5
Cc1cccc(NC(=O)COC(=O)c2cc(C)n(C3CC3)c2C)c1,-7,1,8,-3,11,7,-6,9,0.4
Cn1c(O)c(C=NCCc2c[nH]c3ccccc23)c(=O)n(C)c1=O,11,0,30,-11,20,7,1,8,0.9
C=CCN(CC#CCOc1ccccc1OC)CC=C,5,3,nt,nt,10,nt,nt,2,0.5
Cn1cc(C(=O)N2CCC3(CC2)OCCO3)c2c3ccccc3n(C)c2c1=O,24,0,-21,-1,17,-3,-1,0,0.5
CC(C(=O)c1c[nH]c2ccccc12)N1CCOCC1 (stereo not drawn),3,-1,-7,4,-4,11,-12,-4,2.0
CC(C(=O)c1ccc(Cl)cc1Cl)n1cncn1 (stereo not drawn),-23,-8,2,7,-30,2,3,-15,0.2
O=c1c2ccccc2nc(CNCC2CCCO2)n1-c1ccc(F)cc1 (stereo not drawn),-25,-2,8,9,-2,2,-6,-13,1.1
CN(C)CCN=Cc1c(O)n(CCC2=CCCCC2)c(=O)[nH]c1=O,1,-2,-11,3,20,-16,3,8,-0.3
COC(=O)C1=C(c2ccc(S(C)(=O)=O)cc2)C[C@@H]2CC[C@H]1N2C(=O)NCCO,11,2,-3,2,10,1,-2,-3,-0.7
O=[N+]([O-])c1ccc(C(=Nc2ccccc2)N2CC2)cc1,nt,nt,-8,-12,nt,1,2,nt,nt
CCC(C)n1c(O)c(C=Nc2cccc(C(F)(F)F)c2)c(=O)[nH]c1=S (stereo not drawn),14,-2,-3,-12,7,4,-10,-1,1.4
Cc1ccc(C(=O)NC(O)C(Cl)(Cl)Cl)cc1 (stereo not drawn),9,0,-3,-6,26,-1,-14,7,-0.3
COc1ccc(NC(=O)c2cn(CCC#N)nc2-c2ccccc2)cc1,7,-6,-2,-7,19,-6,-1,-9,-1.5
Cc1ccsc1C(=O)C1CCCN(Cc2ccn[nH]2)C1 (stereo not drawn),15,-1,-4,-2,20,3,-1,0,0.6
Cc1nn(C)c(C)c1P(=S)(c1c(C)nn(C)c1C)N(C)C,16,-3,3,-3,16,15,2,3,1.2
N[C@@H]1C[C@H]1c1ccccc1,-9,-6,-32,4,-14,-1,0,-20,1.9

# Further entries:
SMILES,697 NFkB inh,XBP1 UPR activ,Gli-Sufu block,CXCR6 block,Mdm2 MdmX PPI,CCR6 antagonist,EBI2 block,Jurkat NFkB inh,UPR CHOP act
CCc1ccccc1NC(=O)CNCc1ccccc1,21,-2,-4,5,12,15,-5,6,-2.0
CC(=O)NCC(=O)Nc1ccc(Br)cc1C(=O)c1ccccc1,1,-2,7,-1,14,-13,5,7,-2.9
NCC(=O)c1ccccc1,nt,nt,-3,5,nt,18,-2,nt,nt
CC(=O)OC1C2(CC3N4C(=O)C5(CO)SSC4(CC31O)C(=O)N5C)OC(C)C(C)(C)C2=O (stereo not drawn),nt,nt,86*,99*,nt,111*,94*,nt,nt
CCC(C)C1N=C(c2ccccc2)c2cc(Cl)ccc2N(CC(=O)NCc2ccco2)C1=O (stereo not drawn),7,2,nt,7,18,6,8,1,-0.9
CCOc1ccccc1-n1c(O)c(C=Nc2ccc(N(CC)CC)cc2)c(=O)[nH]c1=O,7,16,34,0,29,7,2,1,-1.2
CCNCCNc1ccc([N+](=O)[O-])c2cccnc12,6,-2,-12,2,2,10,8,-9,0.6
COc1cc2c(cc1OC)[C@@H]1C(=O)c3ccc4c(c3O[C@@H]1CO2)C[C@H](C(C)C)O4,71*,-4,83*,9,58*,11,-14,74*,8.5
CN1CCN(Cc2ccc(N)cc2)CC1,17,-4,nt,2,7,2,-6,-2,-1.6
O=C(O)C1C2CC3CC(C2)CC1(n1ncc(N2CCC4(CC2)OCCO4)c(Cl)c1=O)C3 (stereo not drawn),10,-1,4,4,-7,0,-8,13,0.0
CCCC(CCC)C(=O)OC[N+](C)(C)CCOC(=O)C(O)(c1ccccc1)C1CCCC1 (stereo not drawn),18,0,9,2,-17,-13,-5,12,-0.1
CCCCn1c(O)c(C(C)=NCc2ccc3c(c2)OCO3)c(=O)[nH]c1=O,-7,-2,-6,0,29,8,-12,5,-0.7
COC(=O)C1=C(c2ccc(Cl)c(C(F)(F)F)c2)C[C@@H]2CC[C@H]1N2C(=O)NCCO,5,-1,-9,4,-9,0,7,-13,-0.1
CCOC(=O)C1(c2ccccc2)CCN(CC(=O)c2ccc(NC(C)=O)cc2)CC1,nt,nt,6,10,nt,25,-1,nt,nt
CN=C1CN(O)C(c2ccccc2)=c2cc(Cl)ccc2=N1,14,-6,0,-7,21,3,2,18,-1.0
Cc1c(NC(=O)C(C)OC(=O)Cc2ccccc2)c(=O)n(-c2ccccc2)n1C (stereo not drawn),23,3,5,-1,21,5,-10,12,-1.0
O=[N+]([O-])c1ccc(Cl)cc1,15,0,-3,-2,-10,-6,-5,-5,-0.8
COCCCn1c(N)c(C(=O)Nc2sc3c(c2C(=O)OC)CCCC3)c2nc3ccccc3nc21,35,1,5,3,43,-4,14,26,0.4
COCCOC(=O)C1=C(C)OC(N)=C(C(=O)OC)C12C(=O)Nc1ccccc12 (stereo not drawn),-13,2,3,-11,-1,-5,4,1,0.7
O=C(N/N=C/c1c(O)n(C2CC2)c(=S)[nH]c1=O)c1ccccc1,-29,-1,-10,10,-5,3,0,-3,0.4
CC1=NN=C(c2ccc(N)cc2)c2cc3c(cc2C1)OCO3,19,-5,-3,10,5,28,-7,-9,-3.4
CC1(C(=O)O)CCCC2(C)c3cc(O)ccc3CCC12 (stereo not drawn),-13,-5,1,-2,19,3,3,-6,-1.3
CCCC[N+]12C3C[C@H](C4[C@H](O)[C@]5(C[C@@H]41)c1ccccc1N(C)[C@@H]35)[C@H](CC)[C@H]2O (stereo partly drawn),-16,-3,15,-2,0,4,3,-6,1.1
Cc1ccc(C)c(NC(=O)CSc2nnc([C@@H](N)Cc3c[nH]c4ccccc34)o2)c1,-5,1,1,4,13,-2,1,-8,-0.1
COC(=O)C1=C(c2ccc(-c3ccccc3)c(F)c2)C[C@@H]2CC[C@H]1N2C(=O)NCCO,5,0,2,-1,-1,13,0,10,-2.6

# The listing continues:
SMILES,697 NFkB inh,XBP1 UPR activ,Gli-Sufu block,CXCR6 block,Mdm2 MdmX PPI,CCR6 antagonist,EBI2 block,Jurkat NFkB inh,UPR CHOP act
CN(C)Cc1c[nH]c2ccc([N+](=O)[O-])cc12,nt,nt,5,-7,nt,-3,9,nt,nt
COc1ccc(CNC(=O)C(NC(C)=O)C(C)C)cc1OC (stereo not drawn),13,0,6,-8,6,-4,-8,10,-1.0
CCN1C[C@]2(CO)CC[C@H](OC)[C@@]34C2[C@H](OC)[C@@](O)(C13)[C@@]1(O)C[C@H](OC)[C@H]2C[C@@H]4[C@@H]1[C@H]2OC,16,-3,3,3,-1,-2,-3,-11,-0.3
Cc1ccccc1-c1ccc2n1Cc1cnnn1-c1ccccc1-2,nt,nt,7,5,nt,5,13,nt,nt
N=C1c2ccccc2CN1NC(=O)c1ccc(Cl)cc1,15,0,0,8,-7,-19,-1,-9,4.6
Cc1cc(N2C(=O)C3CCCN3C2c2ccccc2)no1 (stereo not drawn),11,1,-23,-2,5,-11,-1,-1,-0.9
NC(=O)CSc1nnc([C@@H](N)Cc2c[nH]c3ccccc23)o1,7,2,3,-11,-4,-25,9,-6,-2.5
COc1cc2c(cc1C=O)OCO2,-1,1,2,1,21,3,-4,4,0.0
C=Cn1ccnc1P(=S)(c1cc(N(CC)CC)ns1)c1nccn1C=C,-8,0,-25,0,-12,10,-6,1,-2.3

# 14 entries from above, with values under each structure.
# Each structure is followed by: 697 NFkB inh | XBP1 UPR activ | Gli-Sufu block | CXCR6 block | Mdm2 MdmX PPI | CCR6 antagonist | EBI2 block | Jurkat NFkB inh | UPR CHOP act
- O=C(N/N=C/c1c(O)n(C2CC2)c(=S)[nH]c1=O)c1ccccc1
  -29 | -1 | -10 | 10 | -5 | 3 | 0 | -3 | 0.4
- CC1=NN=C(c2ccc(N)cc2)c2cc3c(cc2C1)OCO3
  19 | -5 | -3 | 10 | 5 | 28 | -7 | -9 | -3.4
- CC1(C(=O)O)CCCC2(C)c3cc(O)ccc3CCC12 (stereo not drawn)
  -13 | -5 | 1 | -2 | 19 | 3 | 3 | -6 | -1.3
- CCCC[N+]12C3C[C@H](C4[C@H](O)[C@]5(C[C@@H]41)c1ccccc1N(C)[C@@H]35)[C@H](CC)[C@H]2O (stereo partly drawn)
  -16 | -3 | 15 | -2 | 0 | 4 | 3 | -6 | 1.1
- Cc1ccc(C)c(NC(=O)CSc2nnc([C@@H](N)Cc3c[nH]c4ccccc34)o2)c1
  -5 | 1 | 1 | 4 | 13 | -2 | 1 | -8 | -0.1
- COC(=O)C1=C(c2ccc(-c3ccccc3)c(F)c2)C[C@@H]2CC[C@H]1N2C(=O)NCCO
  5 | 0 | 2 | -1 | -1 | 13 | 0 | 10 | -2.6
- CN(C)Cc1c[nH]c2ccc([N+](=O)[O-])cc12
  nt | nt | 5 | -7 | nt | -3 | 9 | nt | nt
- COc1ccc(CNC(=O)C(NC(C)=O)C(C)C)cc1OC (stereo not drawn)
  13 | 0 | 6 | -8 | 6 | -4 | -8 | 10 | -1.0
- CCN1C[C@]2(CO)CC[C@H](OC)[C@@]34C2[C@H](OC)[C@@](O)(C13)[C@@]1(O)C[C@H](OC)[C@H]2C[C@@H]4[C@@H]1[C@H]2OC
  16 | -3 | 3 | 3 | -1 | -2 | -3 | -11 | -0.3
- Cc1ccccc1-c1ccc2n1Cc1cnnn1-c1ccccc1-2
  nt | nt | 7 | 5 | nt | 5 | 13 | nt | nt
- N=C1c2ccccc2CN1NC(=O)c1ccc(Cl)cc1
  15 | 0 | 0 | 8 | -7 | -19 | -1 | -9 | 4.6
- Cc1cc(N2C(=O)C3CCCN3C2c2ccccc2)no1 (stereo not drawn)
  11 | 1 | -23 | -2 | 5 | -11 | -1 | -1 | -0.9
- NC(=O)CSc1nnc([C@@H](N)Cc2c[nH]c3ccccc23)o1
  7 | 2 | 3 | -11 | -4 | -25 | 9 | -6 | -2.5
- COc1cc2c(cc1C=O)OCO2
  -1 | 1 | 2 | 1 | 21 | 3 | -4 | 4 | 0.0

# The list is partial, so the mix of outcomes need not match the whole.
